Compound activity: PubChem, National Center for Advancing Translational Sciences (NCATS)
Pol iota inh – blocks human DNA polymerase iota activity | Pol iota fluorescent replication assay, 10 min | Potency, µM (top dose mostly 115 µM), inactives show top-dose activity, negative = inhibition, most hits filed as inhibitors | 390,000 tested, 1% active
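Pol iota at 10 nM preincubated 15 min with compounds at room temperature; reaction started with fluorescent substrate, 50 nM final. Fluorescence read kinetically at 0 and 10 min; buffer-only wells as negative control.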
PGK inhibitor – blocks T. brucei phosphoglycerate kinase | AID 602233 | Potency, µM (doses to about 57.5 µM), inactives show at the highest dose activity change, negative = inhibition, hits mostly inhibitors | PGK/GAPDH coupled, Kinase-Glo luminescence, 60 min | 380,000 tested, 0.043% active; further: on the % scale 0 is the no-effect control and ±100 the full control effect; nearly all actives have a fitted effect of over 60% in size
Target sequence (P07378 whole entry, looked up): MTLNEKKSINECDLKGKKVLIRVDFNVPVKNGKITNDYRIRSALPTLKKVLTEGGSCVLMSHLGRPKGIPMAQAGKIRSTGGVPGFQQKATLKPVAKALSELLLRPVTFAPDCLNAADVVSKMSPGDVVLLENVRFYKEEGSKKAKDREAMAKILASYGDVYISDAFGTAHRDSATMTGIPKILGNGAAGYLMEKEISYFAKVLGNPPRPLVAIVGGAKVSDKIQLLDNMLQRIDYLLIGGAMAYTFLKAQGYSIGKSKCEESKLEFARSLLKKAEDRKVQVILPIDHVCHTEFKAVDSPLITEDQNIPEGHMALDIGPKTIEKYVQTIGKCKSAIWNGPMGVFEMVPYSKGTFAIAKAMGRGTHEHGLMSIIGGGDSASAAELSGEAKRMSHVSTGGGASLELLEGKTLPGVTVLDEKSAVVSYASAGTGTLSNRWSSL
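Luminescent ATP detection (Kinase-Glo Plus) follows a 60-minute room-temperature incubation, with wells lacking PGK as controls. Buffer: 100 mM TEA (pH 7.6), 5 mM MgCl2, 0.01% Tween-20. Coupling enzyme GAPDH (100 nM final) supplies unstable 1,3-BPG in-well.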
BAZ2B block – blocks human BAZ2B; 360,000 tested, 4.4% active; AlphaScreen BAZ2B-H3K14Ac peptide displacement; Potency, µM (titrated, usually from 114 µM), inactives show at the highest dose activity change, negative = inhibition, usual class: inhibitors; Q9UIF8; further: on the % scale 0 is the no-effect control and ±100 the full control effect; nearly all actives have a fitted effect of over 60% in size
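BAZ2B 50 nM plus b-H3(5-23)K14Ac 50 nM, PBS pH 7.4/0.01% Tween-20, 30 min RT; compound added (max 110 uM), 30 min RT; streptavidin donor/Ni-chelate acceptor beads 10 ug/mL final, 20 min dark; AlphaScreen read.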
GLS inh – inhibitors of human glutaminase (GLS). O94925. GLS enzymatic activity, qHTS titration. Potency, µM (doses to about 45.5 µM), for the others: at the highest dose activity change, negative = inhibition, most hits filed as inhibitors. 410,000 tested, 0.21% active. AID 624170; further: on the % scale 0 is the no-effect control and ±100 the full control effect
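Read-out is an Amplex red fluorescence increase coupled through glutamate oxidase and HRP, measured before and after 30 min room-temperature incubation. hKGA is in 45 mM KH2PO4 (pH 8.2) with 0.02% Tween-20; glutamine added as 1mM solution.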
G9a inh – G9a (human) methyltransferase inhibition; 350,000 tested, 8.8% active; Potency, µM (top dose mostly 102 µM), for the others: top-dose activity, negative = inhibition, usual class: inhibitors; G9a H3K9 monomethylation, AlphaScreen, 2 h; AID 504332; further: on the % scale 0 is the no-effect control and ±100 the full control effect; nearly all actives have a fitted effect of over 75% in size
Target sequence (Q96KQ7 913-1193 limits assumed): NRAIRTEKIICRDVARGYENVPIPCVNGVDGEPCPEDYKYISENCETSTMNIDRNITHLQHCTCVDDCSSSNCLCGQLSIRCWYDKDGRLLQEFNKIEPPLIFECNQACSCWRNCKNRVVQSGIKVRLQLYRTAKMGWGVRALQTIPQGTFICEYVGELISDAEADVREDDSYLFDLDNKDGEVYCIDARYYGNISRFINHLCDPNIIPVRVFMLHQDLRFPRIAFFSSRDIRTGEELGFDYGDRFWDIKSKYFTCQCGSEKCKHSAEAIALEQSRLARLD
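Methyltransferase reactions run at room temperature for 2 h (20 nM enzyme, 500 nM biotin-H3K9 peptide, 20 uM SAM) after a 15 min compound preincubation; product detected by AlphaScreen beads and anti-H3K9me1 antibody.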
HP1b chromo inh – blocks HP1-beta chromodomain binding to methylated histone tails; Potency, µM (doses to about 114 µM), for inactives: at the highest dose activity change, negative = inhibition, actives largely listed as inhibitors; AlphaScreen HP1-beta / biotin-H3K9me3 peptide binding; 390,000 tested, 0.56% active; AID 540317; further: nearly all actives have a fitted effect of over 70% in size; inactives centre near 23
Target sequence (P83916 whole entry, looked up): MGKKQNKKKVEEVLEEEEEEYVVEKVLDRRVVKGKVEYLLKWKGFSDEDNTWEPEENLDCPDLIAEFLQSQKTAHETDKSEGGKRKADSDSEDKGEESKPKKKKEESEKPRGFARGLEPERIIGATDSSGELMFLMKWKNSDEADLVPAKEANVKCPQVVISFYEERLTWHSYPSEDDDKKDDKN
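Compound inhibition of the preformed complex between 50 nM HP1-beta and 50 nM biotinylated H3K9me3 peptide was read by AlphaScreen. Buffer was PBS pH 7.4 with 0.01% Tween-20. Incubations ran 30 min at room temperature, with 10 ug/mL donor/acceptor beads.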
BLM inh – blocks DNA unwinding by human BLM helicase | P54132 | recombinant BLM DNA unwinding, fluorescence dequenching | Potency, µM (highest dose often 56.1 µM), for inactives: at the highest dose activity change, negative = inhibition, hits mostly inhibitors | 350,000 tested, 0.2% active | AID 2528;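 further: plate controls were vehicle for no effect and no enzyme for full effect; nearly all actives have a fitted effect of over 35% in size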
JMJD2A Tudor inh – blocks the human JMJD2A Tudor domain. AID 504339. AlphaScreen JMJD2A-Tudor / H3K4me3 peptide binding. 390,000 tested, 4.4% active. Potency, µM (titrated, usually from 114 µM), without a hit: at the top dose activity change, negative = inhibition, most hits filed as inhibitors; further: on the % scale 0 is the no-effect control and ±100 the full control effect; nearly all actives have a fitted effect of over 50% in size
Pin1 inh – human Pin1 inhibition. Potency, µM (titrated, usually from 115 µM), for the others: at the highest dose activity, negative = inhibition, hits mostly inhibitors. Pin1 FP peptide displacement, HiFluor488, 10 min. Q13526. AID 504891. 390,000 tested, 0.009% active; active means well fitted inhibition curve with a large enough effect in the polarisation, with a control signal flat, not every such curve was filed as active; inconclusive means small, poorly fitted or top-dose-only effect, or effect the other way, or a change in a side signal; inactive means no such curve, though single readings can be large or run the other way; the % refers to the polarisation; further: on the % scale 0 is the no-effect control and ±100 the full control effect
Target sequence (Q13526 whole entry, looked up): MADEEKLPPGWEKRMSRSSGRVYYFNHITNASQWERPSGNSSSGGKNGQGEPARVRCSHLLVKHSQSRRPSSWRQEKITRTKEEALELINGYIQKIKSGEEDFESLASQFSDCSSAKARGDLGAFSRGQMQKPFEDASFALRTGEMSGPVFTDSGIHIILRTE
The depositor's hits bear a star; i = inactive; ? = inconclusive; . = not tested or not shown; [ ] = remark or other dose. Unless noted, the call rests on the fitted dose curve; in most records, active means well fitted curve in the direction sought with a large enough effect; inconclusive means small, poorly fitted or top-dose-only effect, or another doubt; inactive means no such curve, though single readings can be large; an effect the other way counts as inactive or inconclusive. Potency means the concentration at half of the fitted maximal effect. This is a subset, so the mix of outcomes need not match the whole.

| No. | structure | Pol iota inh | PGK inhibitor | BAZ2B block | GLS inh | G9a inh |
| --- | --- | --- | --- | --- | --- | --- |
| 1 | COc1ccc(C)cc1NC(=O)C(c1ccccc1)N1CCN(CC(=O)N2CCOCC2)CC1 (stereo unspecified) | 6% | i | -15% | 2% | 45µM* |
| 2 | Cc1cc(C)c(S(=O)(=O)Cc2ccccc2)c(=O)[nH]1 | 0% | 7% | -3% | -5% | . |
| 3 | O=C(Nc1cccnc1)C1=NN(C2CCS(=O)(=O)C2)C(=O)CC1 (stereo unspecified) | 18% | 10% | -13% | -2% | -4% |
| 4 | CCOC(=O)C1CCN(C(=O)c2ccccc2N(C)S(C)(=O)=O)CC1 | 4% | -9% | 3% | -1% | 4%[12.7 µM] |
| 5 | CC(=O)c1ccc(-n2c(SCC(=O)c3c[nH]c4ccccc34)nc3ccccc3c2=O)cc1 | -9% | -4% | 0% | -9% | ? |
| 6 | COC(=O)c1cc(-c2ccc(OC)c(OC)c2)n[nH]1 | 3% | 8% | -30% | 15% | 24% |
| 7 | CN(C)CCNC(=O)C1CCCNC1=O (stereo unspecified) | 1% | -6% | 14% | -5% | . |
| 8 | C=CCn1c(SCc2ccc(Br)cc2F)nc2cc(C(=O)O)ccc2c1=O | ? | -16% | -16% | -2% | ? |
| 9 | COc1ccccc1NC1=NCC(=O)N1Cc1ccccc1 | -2% | -3% | -8% | 15% | 4%[0.501 µM] |
| 10 | Cc1cc(O)c(C(c2ccccc2)N2CCN(c3ccccc3)CC2)c(=O)n1Cc1ccco1 (stereo unspecified) | -5% | 9% | -12% | 13% | ? |
| 11 | C[C@@]12C=Cc3occc3[C@H]1CC[C@]13CC(=O)[C@@H](CC[C@H]12)C3 | ? | . | . | . | . |
| 12 | CCOc1ccc(Sc2cc(C(=O)NCCCOC)c3ccccc3n2)cc1 | 3% | -4% | 4% | 4% | 9%[59 µM] |
| 13 | Cc1ccc(CCNC(=O)c2cc3cc4cc(C)ccc4nc3s2)cc1 | 30% | -8% | 2% | 0% | 4%[59 µM] |
| 14 | CCN(c1ccccc1C(=O)O)S(=O)(=O)c1ccc2[nH]c(=O)[nH]c2c1 | 13% | -5% | 2% | 5% | ? |
| 15 | COc1ccc(C(=O)C[n+]2ccc(-c3nnc4n3CCCCC4)cc2)cc1 | 2% | -4% | -30% | 4% | . |

| No. | HP1b chromo inh | BLM inh | JMJD2A Tudor inh | Pin1 inh |
| --- | --- | --- | --- | --- |
| 1 | 21% | . | -12% | 5% |
| 2 | 13% | 4% | -17% | -2% |
| 3 | 40%[activator] | 1% | -14% | -2% |
| 4 | 10% | -1% | -13% | -3% |
| 5 | 40%[activator] | -19% | -1% | 30% |
| 6 | 50%[activator] | 0% | 3% | -6% |
| 7 | 22% | 0% | -1% | -2% |
| 8 | -4% | -23% | -12% | -8% |
| 9 | 16% | 3% | -5% | 5% |
| 10 | 20%[57 µM] | -2% | -28% | 3% |
| 11 | 1% | -12% | -19% | 2% |
| 12 | 31% | -11% | -15% | 2% |
| 13 | 19%[57 µM] | -8% | -4% | -1% |
| 14 | 22% | -8% | 5% | -7% |
| 15 | 32% | -8% | -29% | 0% |

Brought forward from above: 4 compounds, then new ones.
| No. | structure | Pol iota inh | PGK inhibitor | BAZ2B block | GLS inh | G9a inh |
| --- | --- | --- | --- | --- | --- | --- |
| 12 | CCOc1ccc(Sc2cc(C(=O)NCCCOC)c3ccccc3n2)cc1 | 3% | -4% | 4% | 4% | 9%[59 µM] |
| 13 | Cc1ccc(CCNC(=O)c2cc3cc4cc(C)ccc4nc3s2)cc1 | 30% | -8% | 2% | 0% | 4%[59 µM] |
| 14 | CCN(c1ccccc1C(=O)O)S(=O)(=O)c1ccc2[nH]c(=O)[nH]c2c1 | 13% | -5% | 2% | 5% | ? |
| 15 | COc1ccc(C(=O)C[n+]2ccc(-c3nnc4n3CCCCC4)cc2)cc1 | 2% | -4% | -30% | 4% | . |
| 16 | OC1(c2ccc(F)cc2)CCN(Cc2cccnc2)CC1 | 69%[activator] | -5% | -29% | -17% | -3% |
| 17 | COc1ccc(CC(=O)N/N=C/c2cc(Br)cs2)cc1OC | -1% | -1% | -5% | 8% | -10%[0.501 µM] |
| 18 | CCN(CC(=O)NCc1ccc(F)cc1)C(=O)/C=C/c1ccco1 | -11% | i | -13% | -9% | ? |
| 19 | O=C(NC1CC1)C1=C[C@@H](C2CCCCC2)C[C@@H](OCc2ccc(CO)cc2)O1 | 3% | 2% | -7% | 3% | 20%[59 µM] |
| 20 | Cc1ccc(Nc2nc(N3CCOCC3)nc(N3CCOCC3)n2)cc1C | -20% | 1% | ? | -1% | 50µM* |
| 21 | O=C(NCc1cc([N+](=O)[O-])ccc1O)c1cccnc1Sc1ccccc1Cl | -21% | -1% | ? | -15% | ? |
| 22 | Cc1cccc(-c2noc(-c3ccoc3C)n2)c1 | 52%[activator] | -8% | 5% | 0% | 73%[activator] |
| 23 | COc1ccc(Cc2nnc(-c3ccccc3)o2)cc1 | 79%[activator] | -7% | 3% | -1% | -5%[59 µM] |
| 24 | CCCCCCCc1c(C)nc(N2CCOCC2)[nH]c1=O | 30%[activator] | i | -4% | -3% | 13% |
| 25 | CCN(C(=O)CSc1nc2ccccc2o1)c1c(N)n(Cc2ccccc2)c(=O)[nH]c1=O | 8% | 5% | 9% | 7% | 7.1µM* |
| 26 | CC(Oc1ccc(/C=N/NC(=O)Cc2cccc3ccccc23)cc1)C(=O)O (stereo unspecified) | 22% | -9% | -3% | 1% | 0%[59 µM] |
| 27 | CC1(C)Cc2cccc(OCC(=O)N3CCN(c4ccccc4F)CC3)c2O1 | 43%[activator] | -2% | 6% | 14% | -21% |
| 28 | O=C(NCCc1ccc(Cl)cc1)c1ccc2nc(Cc3ccccc3)oc2c1 | 14% | -7% | 0% | -7% | 0%[59 µM] |
| 29 | CC(C)Cn1c(N2CCN(CC(=O)Nc3ccc(Cl)cc3)CC2)nc2ccccc21 | -4% | 8% | 2% | 6% | 0% |
| 30 | COc1ccc(Cl)cc1NC(=O)CSC1=Nc2ccccc2C2=NC(CC(=O)NCc3ccc4c(c3)OCO4)C(=O)N12 (stereo unspecified) | ? | 9% | ? | 5% | -46%[59 µM] |

| No. | HP1b chromo inh | BLM inh | JMJD2A Tudor inh | Pin1 inh |
| --- | --- | --- | --- | --- |
| 12 | 31% | -11% | -15% | 2% |
| 13 | 19%[57 µM] | -8% | -4% | -1% |
| 14 | 22% | -8% | 5% | -7% |
| 15 | 32% | -8% | -29% | 0% |
| 16 | 40%[activator] | -9% | -5% | 4% |
| 17 | 32% | -4% | -18% | 0% |
| 18 | 41%[activator] | 1% | 0% | 1% |
| 19 | 27% | -3% | -12% | 3% |
| 20 | 20% | -5% | -3% | 1% |
| 21 | 12% | -7% | -18% | -8% |
| 22 | 117%[activator] | -1% | 74%[activator] | -4% |
| 23 | 29% | -4% | -1% | 0% |
| 24 | 22% | 0% | -21% | -2% |
| 25 | 11% | . | -11% | 2% |
| 26 | 14% | -7% | -22% | -2% |
| 27 | 20% | . | -11% | -5% |
| 28 | 27%[57 µM] | 1% | -2% | 4% |
| 29 | 26% | 9% | -21% | 2% |
| 30 | 13% | -4% | -16% | ? |

Further results:
| No. | structure | Pol iota inh | PGK inhibitor | BAZ2B block | GLS inh | G9a inh |
| --- | --- | --- | --- | --- | --- | --- |
| 31 | c1ccc(Cc2cc[n+](Cc3ccccc3)cc2)cc1 | 21% | -1% | 4% | -4% | ? |
| 32 | Fc1ccc2c(c1)-c1c(cnc3cc(-c4ccc(Cl)cc4)nn13)CO2 | ? | i | -2% | 5% | 1%[59 µM] |
| 33 | Cc1oc(C)c2c(=O)cc(-c3ccc4c(c3)OCO4)cc(OC(=O)c3cccc(Br)c3)c12 | -1% | i | -29% | 10% | ? |
| 34 | CN(CCc1ccccn1)C(=O)Nc1ccc(F)cc1 | 5% | -7% | 17% | 1% | 21%[59 µM] |
| 35 | O=C(Cn1cnc2ccc(Br)cc2c1=O)c1cccs1 | -10% | -4% | 9% | -3% | -4% |
| 36 | Cc1ccc(S(=O)(=O)c2ccc(Cl)cc2)cc1S(=O)(=O)N1CCOCC1 | -5% | -7% | 3% | -16% | -5% |
| 37 | COc1ccc(CNC(=O)CSc2nc3ccccc3nc2Cc2ccccc2OC)cc1 | -1% | i | 12% | -1% | -1%[59 µM] |
| 38 | CCCN1CCc2c(sc(NC(=O)c3ccc(S(=O)(=O)N4CCN(C(=O)OCC)CC4)cc3)c2C(N)=O)C1 | 1% | -3% | -20% | -6% | ? |
| 39 | CCOC(=O)CC1=C(C(=O)OCC)C(c2ccc(OC)cc2OC)C(C#N)=C(N)O1 (stereo unspecified) | 7% | -3% | -35% | 3% | 56µM* |
| 40 | COc1ccccc1-n1cnnc1SCC(=O)N1CCN(C(=O)c2ccco2)CC1 | 26% | -3% | -8% | 5% | ? |
| 41 | NC(=O)COC(=O)c1ccc(S(=O)(=O)N2CCCCCC2)cc1 | 14% | -10% | 7% | -3% | -24%[59 µM] |
| 42 | CCOc1cc2c(cc1O)CCC1C2CCC2(C)C(O)CCC12 (stereo unspecified) | -1% | -3% | . | 6% | . |
| 43 | O=C(Nc1ccc2nc3n(c(=O)c2c1)CCCC3)c1ccc(Cl)nc1 | 52%[activator] | 5% | . | -1% | . |
| 44 | O=C(CCn1c2c(c3ccccc31)CCCC2)NNC(=O)c1ccccc1C(=O)O | ? | 2% | 71µM* | 18% | . |

| No. | HP1b chromo inh | BLM inh | JMJD2A Tudor inh | Pin1 inh |
| --- | --- | --- | --- | --- |
| 31 | 24% | 1% | -1% | 0% |
| 32 | 23% | -6% | -4% | 19% |
| 33 | 6% | -7% | -33% | -3% |
| 34 | 24% | -6% | -20% | 1% |
| 35 | 31% | -1% | 0% | 2% |
| 36 | 27% | -4% | -10% | -8% |
| 37 | 24%[57 µM] | -2% | -3% | 0% |
| 38 | 18% | -9% | -30% | ? |
| 39 | 14% | -8% | -27% | ? |
| 40 | 50%[activator] | -3% | -2% | -1% |
| 41 | 14% | 0% | -13% | -4% |
| 42 | 8% | . | -22% | 1% |
| 43 | 12% | . | -27% | ? |
| 44 | 4% | -9% | -28% | 2% |
